# C8 TRAIL sens = caspase-8 TRAIL sensitization; NB7+C8 cells + TRAIL, ATPlite viability luminescence; inhibition (viability loss, TRAIL sensitization), % at 10 µM; actives 1% (n = 360,000); AID 624354;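 active = compounds causing at least 50% loss of cell viability in the single-dose screen, relative to plate controls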
# MITF TRPM1 inh = inhibitors of MITF-driven TRPM1 promoter in melanoma cells | SK-MEL-5 TRPM1 promoter luciferase, 24 h | inhibition, % at 12.5 µM | actives 0.83% (n = 330,000);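 active = mean inhibition across replicates of 60% or more, whatever share of single replicates reaches that level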; note: values of inactives mirror those of a sister screen read the other way
# CF NFkB block = inhibitors of cystic fibrosis induced NF-kB; inhibition, % at 5 µM; actives 0.86% (n = 360,000); KKLEB NF-kB-GFP reporter, PAF-induced, GFP fluorescence overnight; AID 588850;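 active = at least 50% inhibition at 5 µM, scaled per plate between neutral and stimulator controls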;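 note: PAF is a Pseudomonas aeruginosa culture filtrate used as stimulus; plate controls were PAF-stimulated DMSO wells for no effect and unstimulated DMSO wells for full effect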
# Shn3 3UTR inh = reduces Shn3 3'UTR luciferase signal in osteoblasts; Clone20 osteoblast Shn3 3'UTR firefly luciferase, 24 h; inhibition, % at 12.5 µM; actives 0.52% (n = 360,000);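 active = mean inhibition of at least 75% with every replicate also reaching 75%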;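 note: 0% = median of neutral control wells and 100% = pilot-screen positive control compound; some compounds past the cut are filed as inactive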
# Peg3 prom inh = inhibitors of Peg3 promoter; HeLa PEG-Prom luciferase reporter, luminescence, overnight; inhibition, % at 20 µM; actives 1.7% (n = 360,000); AID 588405;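 active = inhibition of at least 50% at 20 µM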
# KKLEB tox = reduces viability of KKLEB cystic fibrosis airway cells; KKLEB CF airway cells viability, ATPlite luminescence, overnight; hits give low values; cells stimulated with P. aeruginosa culture filtrate; activity change (cytotoxicity), % at 5 µM; actives 0.36% (n = 360,000); AID 602141;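 active = corrected activity change at or below -50% at 5 µM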
# HIF-2a inh = inhibitors of HIF-2a. actives 0.72% (n = 360,000). 786-0 RCC cells HIF-2a reporter, luciferase luminescence, overnight. inhibition, % at 18.8 µM. AID 624352;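 active = inhibition of the luminescence signal of 40% or more relative to plate controls, in a single-dose primary screen at 18.75 µM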
# TROY signal inh = blocks TROY-dependent signaling in reporter cells | Q293 LMP1-TROYcd NF-kB luciferase reporter, 4 h | inhibition, % at 10 µM | actives 0.98% (n = 360,000);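 active = compounds whose plate-normalised and pattern-corrected inhibition of the luciferase reporter signal at the single screening dose is 50% or more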
# NR2E3 ag-1 = activates human NR2E3 receptor | inhibition of corepressor binding, % at 3.98 µM | actives 0.35% (n = 360,000) | AID 602229 | CHO-S Gal4-NCOR/VP16-NR2E3 two-hybrid, luciferase;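 active = inhibition above the mean of all tested compounds plus 3 SD, cut at about 70% in these data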;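 note: 0% = DMSO with NR2E3 transfected cells and 100% = cells lacking NR2E3 construct; higher means lower luciferase signal from less NR2E3 corepressor binding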
# Target sequence (Q9Y5X4 whole entry, looked up, the tested form may be a part): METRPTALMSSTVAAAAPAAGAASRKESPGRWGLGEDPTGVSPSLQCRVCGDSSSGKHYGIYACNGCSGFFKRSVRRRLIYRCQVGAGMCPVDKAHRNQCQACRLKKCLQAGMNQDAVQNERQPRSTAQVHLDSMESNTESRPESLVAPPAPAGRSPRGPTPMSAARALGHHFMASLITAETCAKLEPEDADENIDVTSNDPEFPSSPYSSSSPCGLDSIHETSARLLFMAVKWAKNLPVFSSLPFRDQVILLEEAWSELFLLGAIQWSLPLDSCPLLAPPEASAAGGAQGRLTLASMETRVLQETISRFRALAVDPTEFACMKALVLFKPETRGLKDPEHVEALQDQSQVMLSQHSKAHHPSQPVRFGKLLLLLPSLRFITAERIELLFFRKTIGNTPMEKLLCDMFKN
# NR2E3 ag-2 = NR2E3 (human) agonism; actives 0.12% (n = 320,000); Q9Y5X4; AID 2300; inhibition of corepressor binding, % at 4.78 µM; GST-NR2E3/biotin-RetCOR TR-FRET, 1536-well;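 active = percent inhibition above the cutoff of mean plus 3 SD of all tested compounds, set per screening campaign, cut at about 20% in these data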;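 note: 0% = DMSO wells and 100% = biotin wells as full block of FRET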
#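 Format: 1536-well format; test system: GST-NR2E3 and biotin-RetCOR proteins; read-out basis: percent inhibition of TR-FRET ratio; timing: 5 h incubation at 4 °C; detection: time-resolved FRET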
# TWEAK-Fn14 inh = inhibitors of TWEAK-Fn14 interaction signaling | actives 2% (n = 360,000) | TWEAK-stimulated Fn14 reporter cells, luciferase luminescence, 8 h | inhibition, % at 10 µM; in the data active = inhibition above about 50%
# * = called active by the depositor; / = no result given. Only part of the results is shown; the hit share may differ from the screen's.
# Fields: C8 TRAIL sens	MITF TRPM1 inh	CF NFkB block	Shn3 3UTR inh	Peg3 prom inh	KKLEB tox	HIF-2a inh	TROY signal inh	NR2E3 ag-1	NR2E3 ag-2	TWEAK-Fn14 inh
CCN(C[C@H]1N[C@@](CC)(C(=O)OC)[C@H]2C(=O)N(Cc3ccccc3)C(=O)[C@@H]12)C(=O)Nc1ccc(C(F)(F)F)cc1
 : -2	-5	5	-10	-12	-2	7	-1	-25	/	26
COCCCNC(=O)CNC(=O)c1nn(-c2ccc(OC)cc2OC)c(=O)c2ccccc12
 : 8	-7	7	-7	17	5	6	-12	1	1	-5
Cc1onc(-c2ccccc2Cl)c1C(=O)N1CCN(C/C=C/c2ccccc2)CC1
 : -6	7	-26	13	23	-8	15	8	-3	2	-9
CC1(C)CC(NC(=O)c2ccccc2)CC(C)(C)N1
 : 14	5	-10	-18	6	1	21	7	-22	1	-19
C/C(=N\NC(=O)c1cnccn1)c1ccc([N+](=O)[O-])cc1
 : 16	-1	-29	-6	-14	8	-41	-31	1	5	-1
O=C(Cn1cnc2ccccc21)c1ccc(Cl)cc1
 : -7	-19	8	-15	-82	10	-64	-24	-40	0	-26
COc1ccc(/C=N/NC(=O)C2C(=O)NCC2c2ccccc2)c(OC)c1 (stereo not given)
 : 4	7	12	4	-1	2	15	-4	0	0	-7
CCOc1ccc(N(C)c2ccc(/C=C3/SC(=S)NC3=O)cc2)cc1
 : -1	11	-11	-3	24	-12	-21	30	-13	5	18
O=C(CN(Cc1cccs1)C(=O)CSc1nnc(COc2ccccc2)o1)NC1CCCC1
 : 0	7	4	15	16	8	4	-16	1	4	-12
NC(=O)CCS(=O)(=O)CCN1CCN(S(=O)(=O)c2ccc3c(c2)CCC3)CC1
 : -1	/	-9	-3	2	9	10	-7	-4	4	-9
COc1ccccc1CNC(=O)/C=C/C(=O)O
 : 4	-1	-10	13	3	10	12	17	10	1	-2
C=C1CCC2C(C)(C(=O)O)CCCC2(C)C1CCC(CO)CCO (stereo not given)
 : 2	/	-8	3	107*	16	-1	13	3	/	5
CN(CC(=O)Nc1ccc(F)cc1)C(=O)COC(=O)Cc1c(F)cccc1Cl
 : -19	-3	-20	-15	18	2	-5	9	-25	-4	-1
CCCCCCCC(=O)N1c2ccccc2NC(=O)C1CC(=O)Nc1ccc(C(=O)O)cc1 (stereo not given)
 : 20	-2	9	/	10	1	13	10	4	0	-7
CCC(C)Nc1ncnc2c1cnn2Cc1ccc(Cl)cc1 (stereo not given)
 : 10	10	-2	-19	17	-12	5	15	-8	3	7
CC(C)C[C@H]1CN(CCCC[C@H]2CNC(=O)C(=O)N2CC2CCCCC2)C(=O)C(=O)N1CCc1ccccc1
 : 13	/	/	/	/	/	6	6	6	/	7
O=S(=O)(Nc1ccc(Cc2ccncc2)cc1)c1ccc(Cl)cc1
 : 18	12	17	21	8	-8	25	37	5	2	24
O=c1cc(C23CC4CC(CC(C4)C2)C3)[nH][nH]1
 : -13	-1	19	12	10	-13	12	-8	-22	0	3
Cc1ccc(C)c(CN2CCCN(C(=O)Cn3ncc4c3-c3ccccc3OC4)C2)c1
 : -3	0	13	20	1	-7	1	9	-33	2	7
COc1cc(O)c(C(CCN2CCCCC2)c2cc(OC)c(OC)c(OC)c2)c(OC)c1 (stereo not given)
 : -2	-3	-15	-9	0	-12	7	0	-7	0	1
Cc1cc(C)cc(OCC(=O)Nc2cnn(CCCC(=O)O)c2)c1
 : 3	13	16	-7	8	3	20	13	-24	1	6
COc1ccc(-c2[nH]c(-c3cc(OC)c4c(c3)OCO4)nc2-c2ccccc2)cc1
 : 0	7	-12	12	18	-6	-34	13	-13	3	42
Cc1onc(-c2ccccc2)c1-c1nnc(CN2CCN(S(=O)(=O)c3ccccc3F)CC2)o1
 : -19	-1	17	51	17	-10	14	5	33	2	5
CCC(NS(=O)(=O)c1ccc(C)cc1)C(=O)N1CCOCCOCCOCC1 (stereo not given)
 : -13	5	-10	-2	1	0	-8	-2	18	2	2
C=CC[C@@H](CC(=O)N[C@@H](CO)Cc1ccccc1)C(=O)N[C@@H](COC(=O)[C@@H](CC=C)CC(=O)OC(C)(C)C)Cc1c[nH]c2ccccc12
 : 3	14	11	16	23	5	11	0	-11	/	26
O=c1oc2ccccc2c(Nc2cccc3cccnc23)c1[N+](=O)[O-]
 : -6	26	7	4	5	6	4	-8	-13	5	21
CN(CC(=O)Nc1ccccc1Cl)C(=O)COC(=O)c1ccc([N+](=O)[O-])s1
 : -5	38	27	-10	6	-3	-5	-4	2	/	6
CC(=O)N/C(=C\c1ccccc1)C(=O)N1CCOCC1
 : 0	2	-2	-26	8	8	5	-14	1	-3	12
Cn1nnnc1SCC(=O)Nc1ccccc1N1CCOCC1
 : -2	-11	-14	0	12	8	16	-25	-4	2	-7
CCNC(=O)COC(=O)c1cc(-c2ccco2)nc2ccccc12
 : -1	12	-1	5	4	-10	8	-1	-18	6	13

# Whole records, quoted from the list. Screens in order: C8 TRAIL sens	MITF TRPM1 inh	CF NFkB block	Shn3 3UTR inh	Peg3 prom inh	KKLEB tox	HIF-2a inh	TROY signal inh	NR2E3 ag-1	NR2E3 ag-2	TWEAK-Fn14 inh
# C/C(=N\NC(=O)c1cnccn1)c1ccc([N+](=O)[O-])cc1 as listed: 16	-1	-29	-6	-14	8	-41	-31	1	5	-1
# C=CC[C@@H](CC(=O)N[C@@H](CO)Cc1ccccc1)C(=O)N[C@@H](COC(=O)[C@@H](CC=C)CC(=O)OC(C)(C)C)Cc1c[nH]c2ccccc12 as listed: 3	14	11	16	23	5	11	0	-11	/	26
# CN(CC(=O)Nc1ccccc1Cl)C(=O)COC(=O)c1ccc([N+](=O)[O-])s1 as listed: -5	38	27	-10	6	-3	-5	-4	2	/	6
# CC(=O)N/C(=C\c1ccccc1)C(=O)N1CCOCC1 as listed: 0	2	-2	-26	8	8	5	-14	1	-3	12

# Structures listed so far with a thiophene ring, fused or not:
# Fields: C8 TRAIL sens	MITF TRPM1 inh	CF NFkB block	Shn3 3UTR inh	Peg3 prom inh	KKLEB tox	HIF-2a inh	TROY signal inh	NR2E3 ag-1	NR2E3 ag-2	TWEAK-Fn14 inh
O=C(CN(Cc1cccs1)C(=O)CSc1nnc(COc2ccccc2)o1)NC1CCCC1
 : 0	7	4	15	16	8	4	-16	1	4	-12
CN(CC(=O)Nc1ccccc1Cl)C(=O)COC(=O)c1ccc([N+](=O)[O-])s1
 : -5	38	27	-10	6	-3	-5	-4	2	/	6

# The results go on.
# Fields: C8 TRAIL sens	MITF TRPM1 inh	CF NFkB block	Shn3 3UTR inh	Peg3 prom inh	KKLEB tox	HIF-2a inh	TROY signal inh	NR2E3 ag-1	NR2E3 ag-2	TWEAK-Fn14 inh
Cc1nc2ccc(NC(=O)c3ccc(Cl)c(NC(=O)c4cccs4)c3)cc2s1
 : -1	12	-2	-9	-79	12	-133	-17	-41	0	22
COCCNc1oc(-c2ccccc2Cl)nc1C#N
 : 20	-24	8	-24	-50	-3	-112	-52	-29	1	4
CN(C)c1nccc(Nc2ccccc2)c1C#N
 : -13	2	-8	0	-12	4	-29	-12	-4	-1	4
N#Cc1ccc(-c2ccc(F)cc2)nc1SCC(=O)Nc1sc2c(c1C#N)CCC2
 : -12	-12	1	7	-3	-20	-12	-18	-8	2	-45
CC1CC(=O)Nc2ccccc2N1C(=O)CN1CCN(C=O)CC1 (stereo not given)
 : 0	-5	11	-9	7	-12	3	-5	16	-2	7
COc1cc2[nH]c(=O)n(CCC(=O)N3CCc4ccccc4C3)c(=O)c2cc1OC
 : 4	2	4	-3	-8	-2	9	-9	-7	4	-4
CCOc1ccc(NC(=O)NC(C)c2ccc3c(c2)OCO3)cc1 (stereo not given)
 : 2	9	-14	3	-29	5	-5	1	-4	0	5
COc1ccc(OC)c(/C=N/NC(=O)CSc2nnc(C)n2-c2ccccc2)c1
 : 0	4	27	5	12	-21	10	-11	3	2	-16
CCN(CC)c1cc(Cl)c2nonc2c1N
 : 6	-1	19	1	-1	-4	6	25	5	-3	-5
O=C1c2oc3ccccc3c(=O)c2C(c2cccnc2)N1CCCN1CCOCC1 (stereo not given)
 : -5	3	-1	-19	4	-1	3	17	-15	2	-4
CCOc1ccc(NC(=S)NNC(=O)CC(C)O)cc1 (stereo not given)
 : -1	-9	10	7	12	-2	-18	11	4	3	0
C=CCOc1ccc(C(=O)c2ccccc2)c(OCC(=O)NC2(C#N)CCCC2)c1
 : -11	9	-3	14	20	3	11	-32	1	1	-14
CCCn1c(=O)c2ccccc2n2c(Sc3nnnn3-c3ccccc3)nnc12
 : -6	8	16	-7	11	-8	4	8	11	-1	24
Cc1ccc(NC(=O)COC(=O)C(NS(=O)(=O)c2ccc(Cl)cc2)C(C)O)cc1 (stereo not given)
 : 1	-9	-3	-6	5	4	-5	-8	-6	2	4
CCC(=O)Nc1cccc(C2=NOC3(C2)C[C@@H](C(N)=O)N(C(=O)c2ccc(OC)cc2)C3)c1 (stereo not given in full)
 : -3	-3	-9	-18	-6	8	13	9	5	-3	0
COCc1cc(C)nc(N2CCc3ccccc32)c1C#N
 : 6	-8	8	-8	-16	-14	-22	-6	-14	8	1
COc1ccc(C(=O)Nc2ccc(Oc3nc(C)nc4sc(-c5ccccc5)cc34)cc2)cc1OC
 : 24	-1	48	-18	-1	-53*	-9	-17	3	3	2
Cc1cccc(Oc2ccc(NC(=O)C3=CC=CN4CCS(=O)(=O)N=C34)cc2)c1
 : -4	-18	0	-30	9	-4	-12	2	-15	1	-3
COc1cc(C=NC2CCCCC2)ccc1O
 : -2	/	2	2	3	3	2	-14	7	/	12
CC(=O)c1ccc(NC(=O)CSc2nnc3ccc(-c4ccccn4)nn23)cc1
 : -1	-1	-8	-4	-15	-2	0	-5	6	-2	-3
Cc1ccc(NC(=O)CN2C(=O)COc3ccc(S(=O)(=O)N4CCOCC4)cc32)cc1N(C)C
 : 0	-13	-6	-5	-5	4	1	-6	-2	1	-7

# Screening data (PubChem BioAssay)
